M1 ag parental = nonselective activator or artifact in parental CHO-K1 cells; Fluo-8 calcium fluorescence; scaled to maximal ATP response, vehicle zero; activation, % at 3 µM; 360,000 tested, 0.48% active; AID 602248; in the data active means activation above about 15%;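 further: untransfected CHO-K1 host cells lacking M1 receptor as counterscreen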
CHO-K1 Ca antag = counter-screen for M1 antagonists: effect in parental CHO-K1 cells; ATP-induced calcium, Fluo-8 fluorescence; inhibition, % at 3 µM; 360,000 tested, 0.6% active; AID 602250;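 active means inhibition above a per-plate cutoff, the plate's mean sample inhibition plus 3 SD, cut at about 24% in these data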;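 further: 0% = DMSO plus EC80 ATP and 100% = DMSO alone without ATP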
OXTR potentiate = potentiates the human oxytocin receptor response | 320,000 tested, 0.061% active | P30559 | CHO-OTR cells, Fluo-8 calcium fluorescence, potentiator mode; 0% = oxytocin EC15, 100% = EC100 | activation, % at 3 µM;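 active means activation above that plate's cutoff, the mean activation of tested compounds plus 3 SD, cut at about 6.6% in these data, passing the limit was not always enough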;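 further: 100% uses oxytocin at 75 nM as the full agonist control; some results filed as inactive read as strong as hits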
Target sequence (P30559 whole entry, looked up): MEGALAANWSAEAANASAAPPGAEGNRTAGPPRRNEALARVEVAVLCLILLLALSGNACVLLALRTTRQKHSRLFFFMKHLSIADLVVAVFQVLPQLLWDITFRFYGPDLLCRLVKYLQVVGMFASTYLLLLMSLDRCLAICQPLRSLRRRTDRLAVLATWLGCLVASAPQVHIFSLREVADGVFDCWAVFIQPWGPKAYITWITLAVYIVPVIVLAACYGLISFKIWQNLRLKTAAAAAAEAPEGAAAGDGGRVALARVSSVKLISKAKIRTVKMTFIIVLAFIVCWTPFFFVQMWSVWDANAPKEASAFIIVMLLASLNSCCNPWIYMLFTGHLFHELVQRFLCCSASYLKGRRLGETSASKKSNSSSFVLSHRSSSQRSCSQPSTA
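Measured by – Fluo-8 calcium dye fluorescence · Test system – human OTR in CHO cells · Dosing – one concentration, 3.0 µM compound · Controls – EC15 oxytocin alone as 0%, 75 nM oxytocin as 100% · Evaluation – normalized max/min fluorescence ratio, % activation · Timing – 6 min pre-incubation, 100 s read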
CHRM1 agonist = activates human CHRM1 receptor | P11229 | 360,000 tested, 0.33% active | AID 588814 | CHO-K1 hM1, Fluo-8 calcium fluorescence, agonist mode; 0% DMSO, 100% acetylcholine EC100 | activation, % at 3 µM;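 active means activation above the run's mean compound activation plus 3 SD, cut at about 16% in these data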;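 further: peak over basal fluorescence ratio within a 140 s kinetic read after compound addition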
CHO parental Ca = counter-screen: ATP calcium response change in parental CHO cells | parental CHO-K1, ATP-induced calcium, Fluo-8 fluorescence | inhibition, % at 5.6 µM | 330,000 tested, 0.63% active | AID 463079;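 active means inhibition above that plate's mean sample inhibition plus 3 SD, cut at about 26% in these data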;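 further: 0% = ATP-challenged DMSO wells and 100% = DMSO wells without ATP; some compounds past the cut are filed as inactive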
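Assay system: untransfected parental CHO cell line. Also added: ATP agonist challenge. Dosing: one dose, 5.6 µM nominal. Measured by: Fluo-8 fluorescence. Read-out: % inhibition. Benchmarks: ATP wells versus no-ATP DMSO wells. Repeats: no replicates.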
M4 ag = CHRM4 agonism in calcium assay. P08173. AID 624127. CHO-K1 hM4/Gqi5, Fluo-8 calcium fluorescence; vehicle 0%, full acetylcholine response 100%. 360,000 tested, 0.14% active. activation, % at 3 µM;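 active means activation above the run mean over all test wells plus 3 SD, cut at about 32% in these data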;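 further: peak over basal fluorescence ratio per well then scaled between controls; 0% = DMSO wells and 100% = acetylcholine at EC100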
Target sequence (P08173 whole entry, looked up): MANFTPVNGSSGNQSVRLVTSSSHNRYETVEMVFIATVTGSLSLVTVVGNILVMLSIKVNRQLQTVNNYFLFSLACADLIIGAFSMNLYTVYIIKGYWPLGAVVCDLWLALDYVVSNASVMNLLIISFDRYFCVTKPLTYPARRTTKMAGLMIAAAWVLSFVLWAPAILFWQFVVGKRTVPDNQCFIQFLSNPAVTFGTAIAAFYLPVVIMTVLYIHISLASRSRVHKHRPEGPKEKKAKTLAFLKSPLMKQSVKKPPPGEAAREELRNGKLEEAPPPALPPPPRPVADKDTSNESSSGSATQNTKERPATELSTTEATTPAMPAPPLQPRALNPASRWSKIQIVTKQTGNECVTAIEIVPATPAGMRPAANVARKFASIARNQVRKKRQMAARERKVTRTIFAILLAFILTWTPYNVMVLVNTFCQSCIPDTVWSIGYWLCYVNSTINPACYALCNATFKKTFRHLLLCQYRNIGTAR
CHRM4 antagonist = antagonists of human muscarinic M4 receptor (CHRM4); inhibition, % at 3 µM; AID 624125; P08173; CHO-hM4 cells, ACh EC80, Fluo-8 calcium fluorescence; 360,000 tested, 0.73% active;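 active means inhibition above its plate's cutoff, the mean inhibition of sample wells plus 3 SD, cut at about 27% in these data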;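 further: 0% = acetylcholine EC80 with DMSO and 100% = DMSO without agonist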
CHRM1 antagonist = blocks human M1 muscarinic receptor; P11229; CHO-K1 hM1, Fluo-8 calcium fluorescence, ACh EC80 antagonist; inhibition, % at 3 µM; 360,000 tested, 1.3% active; AID 588852;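 active means percent inhibition above its own plate's cutoff, namely the mean of that plate's compound wells plus 3 SD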;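 further: peak over basal fluorescence ratio during 140 s after agonist addition; 0% = ACh EC80 plus DMSO and 100% = DMSO alone without agonist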
M1 PAM = positive allosteric modulators of human M1 muscarinic receptor | 360,000 tested, 0.088% active | activation, % at 3 µM | CHO-K1 hM1, Fluo-8 calcium fluorescence, ACh EC20; 0% = ACh EC20, 100% = maximal ACh; in the data active means activation above about 19%, passing the limit was not always enough
Starred values were filed as active, the others as inactive; . = no result given.

nr	smiles	CHRM4 antagonist	CHO-K1 Ca antag	OXTR potentiate	CHRM1 agonist	CHRM1 antagonist	CHO parental Ca	M1 PAM	M4 ag	M1 ag parental
1	N#C/C(=C(/O)CO/N=C/c1ccccc1Cl)c1nc2ccccc2[nH]1	6	5	-4	-3	-18	-18	16	0	0.6
2	CCCCc1cc(=O)oc2c(C)c(OCC(=O)N3CCC(C(N)=O)CC3)ccc12	3	-1	-1	-3	-4	-6	2	0	0.1
3	O=C(OCC(=O)N1CCN(C(=O)c2ccco2)CC1)c1ccccc1	4	-14	-4	-3	-4	-3	5	0	1.3
4	O=C(Cc1ccc2c(c1)OCCO2)N1CCN(S(=O)(=O)c2ccccc2C(F)(F)F)CC1	4	-9	-5	-3	-2	-25	6	2	2.9
5	CC1CCCN(S(=O)(=O)c2cccc([N+](=O)[O-])c2)C1 (stereo not given)	-5	3	2	0	-11	-6	12	0	0.3
6	O=S(=O)(Nc1ccc(-n2cnnn2)cc1)c1ccccc1F	4	-7	-8	1	-7	-2	8	4	3.3
7	Cc1cc(C)nc(SCCN(C)C)n1	-3	-8	1	-10	-9	-4	9	1	-0.5
8	C/C=C/c1ccc(OCCn2cncn2)c(OC)c1	-1	1	-9	-3	-1	-2	5	1	-0.3
9	COC(=O)C(Cc1cncn1COCc1ccccc1)NC(=O)OC(C)(C)C (stereo not given)	-2	-7	-12	1	-11	-3	8	1	-0.2
10	COc1ccc(-c2ccc(=O)n(CC(=O)Nc3nnc(C(C)C)s3)n2)cc1OC	-1	-10	2	-3	-8	-14	8	0	0.0
11	O=C(O)[C@H](Cc1c[nH]c2ccccc12)Nc1ncccc1[N+](=O)[O-]	4	-4	-3	-3	-4	-6	0	0	-0.2
12	NS(=O)(=O)c1ccc(N/N=C/c2ccc3c(c2)OCO3)c([N+](=O)[O-])c1	-4	-6	2	-5	3	-8	0	8	2.5
13	COc1cccc(C(C)NC(=O)c2c(F)cccc2Cl)c1 (stereo not given)	-15	-14	-3	-7	-9	-9	5	0	-0.2
14	O=C(CSCc1ccc(Br)cc1)Nc1ccccc1C(=O)N1CCOCC1	-3	-15	-6	-1	-17	-16	9	3	3.3
15	Cc1cc(NC(=O)CN2CCN(S(=O)(=O)c3ccc4ccccc4c3)CC2)no1	25	18	-10	-3	-3	-3	8	0	-0.1
16	O=C1CN(S(=O)(=O)c2ccccc2)c2ccccc2N1	-8	1	1	0	1	-5	5	12	4.7
17	COc1ccc(C(=O)N/N=C/c2ccc(OC(=O)c3cccc4ccccc34)c([N+](=O)[O-])c2)cc1	11	4	-3	-4	-10	-5	10	1	-0.1
18	CCN(CC(=O)Nc1ccc(NC(C)=O)cc1)C(=O)COc1ccccc1-c1ccccc1	-25	-23	1	-5	-7	-21	8	6	2.5
19	C=CCn1c(SCC(=O)NCCc2ccccc2)nnc1C(C)NC(=O)c1cccs1 (stereo not given)	6	-5	0	-4	-5	-10	10	1	0.3
20	CC(C)C[C@H]1CN(CCCC[C@H]2CNC(=O)C(=O)N2CCc2ccc(O)cc2)C(=O)C(=O)N1CCC1CCCCC1	-5	-13	.	.	.	.	.	0	0.7
21	COCC(=O)Nc1ccc(N2CCN(c3ccccc3)CC2)c(F)c1	-1	3	-14	0	-1	0	3	2	0.3
22	Cc1cccc(-c2nc(Nc3ccc(N4CCOCC4)cc3)c3ccccc3n2)c1	11	2	-7	-7	8	-12	-1	7	2.9
23	CCOc1ccc(C2=Nn3c(CC)nnc3SC2)cc1	-5	-25	5	-7	-9	-9	11	0	-1.3
24	O=S(=O)(CS(=O)(=O)Oc1ccccc1)Oc1ccccc1	-4	-12	.	-2	-6	.	2	0	0.6
25	O=C(NC1CCCCC1)C(c1ccncc1)N(Cc1ccc(F)cc1)C(=O)c1ccccn1 (stereo not given)	0	-2	1	-1	-9	-12	8	1	-0.2
26	Cc1sc2nc(C3CC3)nc(SCC(=O)N3CCc4ccccc4C3)c2c1C	4	6	1	-6	-5	-20	6	5	1.1
27	CCCCNc1nccnc1-c1cccc(C=O)c1	4	-2	.	-4	6	.	-4	0	-0.1
28	CCCCCCSc1ccc([C@H]2N[C@@](Cc3ccccc3)(C(=O)OC)[C@H]3C(=O)N(C)C(=O)[C@@H]23)cc1OC	2	5	-5	-3	-6	-16	6	0	0.9
29	O=Cc1ccc(OCC(=O)N2CCOCC2)cc1	-18	-10	-4	-4	1	-2	7	1	0.2
30	O=C1c2ccccc2C(O)(Cc2ccccc2)N1CCCN1CCOCC1 (stereo not given)	9	-17	5	-6	-6	-16	2	1	0.6
31	O=C(COC(=O)C1c2ccccc2Oc2ccccc21)NC1CCS(=O)(=O)C1 (stereo not given)	-1	-6	0	-2	-5	-16	7	2	0.8
32	COC(=O)C1CCN(S(=O)(=O)CCNC(=O)c2ccc(F)cc2)CC1	6	8	1	0	-4	-8	4	1	0.7
33	O=C(Nc1cccc([N+](=O)[O-])c1)N1CCCc2ccccc21	2	-1	.	3	-15	.	11	5	1.2
34	Cc1cccc(Cc2cnc(N3C(=N)SC(C)C3=O)s2)c1 (stereo not given)	4	9	-6	-4	2	12	3	3	0.8
35	CCCCNC(=O)C1(C)CCC(=O)N1CCc1c[nH]c2ccccc12 (stereo not given)	4	8	.	-4	-7	.	12	0	1.2
36	O=Nc1c(O)[nH]c2ccc(Cl)c(Cl)c12	3	4	.	-3	9	.	-4	5	0.4
37	COc1ccccc1C(=O)NC1CCN(C(=O)Nc2ccc(F)cc2)CC1	-19	-5	-9	0	-17	-16	20	2	0.5
38	CC(NC(=O)Nc1nnc(C(F)(F)F)s1)N1C(=O)C2C3C=CC(C3)C2C1=O (stereo not given)	3	-17	-10	-2	-19	-13	13	1	0.1
39	CCCn1c(=O)c2ccccc2n2c(Sc3nnnn3-c3ccccc3)nnc12	-9	0	-5	-3	-3	-27	2	0	-0.2
40	COc1cc(S(=O)(=O)NC(Cc2c[nH]c3ccccc23)C(=O)O)ccc1NC(C)=O (stereo not given)	-1	-10	0	-2	-6	-10	12	1	0.7
41	C=CCN=C(C)C1=C(O)CCC1=O	8	-10	-1	-1	-6	-1	5	0	0.5
42	CCOc1ccc(NC(=O)c2ccc(N3CC4CC(C3)c3cccc(=O)n3C4)c(NC(=O)c3cccnc3)c2)cc1 (stereo not given)	-6	-19	-2	0	-6	-2	8	0	1.2
43	Clc1ccc(/C=C/c2ncc[nH]2)c(Cl)c1	1	12	-12	-6	20	-10	-13	26	5.8
44	CC(=O)Nc1cccc(S(=O)(=O)N2CCCCCC2)c1	0	3	-8	2	-22	-8	2	0	1.2
45	O=C(CCc1nc2ccccc2c(=O)[nH]1)NCCN1C(=O)S/C(=C\c2ccccc2Cl)C1=O	-9	-2	-5	-1	-15	-32	15	3	3.0
46	Cc1cc(C(=O)N2CCCC(N3CCN(c4cccc(Cl)c4)CC3)C2)nn1C (stereo not given)	-3	-20	-3	-4	-14	-14	10	1	0.2
47	O=[N+]([O-])c1cccc(S(=O)(=O)N/N=C/c2ccc(O)cc2)c1	-3	1	-20	-4	0	-5	1	1	0.8
48	Cc1cc(C)nc(-n2nc(C)c3c(=O)[nH]c(C(F)(F)F)nc32)n1	-3	-2	-10	-3	-2	-10	3	0	0.6
49	COc1ccc(OC)c(-n2c(CNC3CCN(Cc4ccccc4)CC3)nc3ccccc3c2=O)c1	7	-22	-5	-12	3	-19	0	2	0.4
50	Cc1ccc(CNC(=O)c2c(-c3ccccc3)sc3ccccc23)o1	8	-15	-3	-8	0	-22	-1	7	0.1
51	CC1=Nc2ncnn2C(c2ccccc2)/C1=N\O (stereo not given)	-2	5	-1	3	-12	6	11	0	-0.4
52	CC1Cc2ccccc2N1C(=O)CSc1nnc(-c2ccc(S(=O)(=O)N3CCCC3)cc2)o1 (stereo not given)	3	-2	-9	-5	-10	-4	11	0	0.4
53	Cc1cc(C)c(S(=O)(=O)n2c([N+](=O)[O-])cnc2C)cc1C	4	-7	-2	-4	-5	-9	7	0	0.8
54	COC(=O)COc1ccc2oc(=O)cc(-c3cc4cccc(OC)c4o3)c2c1	-4	-8	-17	-2	-4	-7	2	3	0.6
55	CCCN1CCN(CCCNC(=O)CN2C(=O)c3cccnc3Oc3ccc(Cl)cc32)CC1	-7	-18	-9	-4	-10	-13	5	0	0.2
56	COc1cc(OC)c(NC(=O)C2CCN(S(=O)(=O)c3ccc4c(c3)CC(C)N4C(C)=O)CC2)cc1Cl (stereo not given)	-2	3	-5	-1	4	-7	0	0	-0.1
57	Cn1c(=N)n(CC(=O)C(C)(C)C)c2ccccc21	-7	-4	-17	-5	-13	-23	-6	1	0.1
58	COc1ccc(/C(C)=N/OCC(=O)N=Nc2c(O)[nH]c3ccc(Br)cc23)cc1	6	0	-7	-5	10	-5	-6	0	0.1
59	c1ccc(C2Nc3cccc4cccc(c34)N2)cc1	11	-2	-3	-1	-13	-9	9	0	1.8
60	Cc1ccc(S(=O)(=O)N2CCC(C(=O)N3Cc4ccccc4C3)CC2)cc1	-10	-6	-2	-2	-24	-10	4	3	0.9

Sorted by value in M4 ag (low to high): 3 of the compounds above.
item | SMILES | M4 ag
42 | CCOc1ccc(NC(=O)c2ccc(N3CC4CC(C3)c3cccc(=O)n3C4)c(NC(=O)c3cccnc3)c2)cc1 (stereo not given) | 0
57 | Cn1c(=N)n(CC(=O)C(C)(C)C)c2ccccc21 | 1
43 | Clc1ccc(/C=C/c2ncc[nH]2)c(Cl)c1 | 26

Further entries
nr	smiles	CHRM4 antagonist	CHO-K1 Ca antag	OXTR potentiate	CHRM1 agonist	CHRM1 antagonist	CHO parental Ca	M1 PAM	M4 ag	M1 ag parental
61	Cc1ccc(OCCn2cc(Br)c(=O)[nH]c2=O)cc1	-5	-11	-13	-1	-11	-15	4	2	0.8
62	CCOC(=O)c1ccccc1NS(=O)(=O)c1ccc(C)cc1	3	-14	-3	-4	0	-2	4	3	1.2
63	CCOc1cc(N2CCOCC2)c(OCC)cc1NC(=O)c1ccc(C)cc1	2	-12	-19	-4	-8	-13	5	0	0.8
64	Cc1ccc(OC(C)C(=O)Nc2ccccc2C(=O)N2CCOCC2)cc1 (stereo not given)	-4	1	-2	-1	-11	-10	7	4	1.6
65	CC1=C(C(=O)OC(C)(C)C)C(c2cccs2)NC(=O)N1 (stereo not given)	-12	-3	-1	-7	0	-9	7	2	1.4
66	CCCCN(C)CCN1C(=O)C2C(C(=O)Nc3ccc(C)cc3)C3C=CC2(O3)C1C(=O)NC1CCCCC1 (stereo not given)	-18	-4	-2	-6	-4	-13	11	1	-0.7
67	CC1=C(C(=O)OCc2ccccc2)C(c2ccc(C(C)(C)C)cc2)NC(=O)N1CCCCCC(=O)O (stereo not given)	-5	-9	8	-5	2	-17	2	4	-0.7

Two of the compounds above, in transposed form:
(4) O=C(Cc1ccc2c(c1)OCCO2)N1CCN(S(=O)(=O)c2ccccc2C(F)(F)F)CC1
(5) CC1CCCN(S(=O)(=O)c2cccc([N+](=O)[O-])c2)C1 (stereo not given)

compound no.	4	5
CHRM4 antagonist	4	-5
CHO-K1 Ca antag	-9	3
OXTR potentiate	-5	2
CHRM1 agonist	-3	0
CHRM1 antagonist	-2	-11
CHO parental Ca	-25	-6
M1 PAM	6	12
M4 ag	2	0
M1 ag parental	2.9	0.3

High-throughput results: PubChem, The Scripps Research Institute Molecular Screening Center
